# TNAP activators: human TNAP enzyme activators, primary screen, biochemical, luminescent, no phosphate acceptor, uHTS (AID 1001); 200,000 compounds, 0.03% hits; Alkaline phosphatase, tissue-nonspecific isozyme (Homo sapiens); activation fold at 20 µM; hits with a dose series show EC50 in µM; purified TNAP, luminescent activation assay, no phosphate acceptor; higher activation fold means a stronger effect; in the data active means activation fold from about 3, or a potency from the dose series; inactive means the rest, 99 in 100 with activation fold below about 1.6; further: many of its hits are not listed in these tables
# P. falciparum M17LAP: P. falciparum M17LAP inhibitors, primary screen, biochemical, fluorogenic H-Leu-NHMec substrate, 1536-well (AID 1619) | inhibition, % at 30 µM, or IC50 in µM where a hit was titrated | 220,000 compounds, 0.38% hits | recombinant M17LAP, H-Leu-NHMec fluorogenic kinetic assay; higher % means a stronger effect;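 active means compound inhibiting the enzyme by more than half at any dose during confirmatory dose-response retesting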;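 further: plate controls were full reaction with DMSO carrier for no effect and no enzyme background for full effect; strong numbers were not always called active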
# LYP phosphatase: inhibitors of LYP phosphatase, biochemical, fluorescence intensity, uHTS (AID 1779); Tyrosine-protein phosphatase non-receptor type 22 (Homo sapiens); 290,000 compounds, 0.054% hits; inhibition, % at 11.5 µM, or IC50 in µM where a hit was titrated; recombinant LYP phosphatase, fluorescence intensity; higher % means a stronger effect;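 further: plate controls were vehicle with enzyme for no effect and no enzyme for full effect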
# WT yeast gro inh: growth inhibition of WT strain, primary screen, mitochondrial fusion inhibitor project, WT and mutant strains, chemical genetic; 190,000 compounds, 2.1% hits; inhibition, % at 10 µM; mitochondrial fusion phenotypic screen; AID 1362, 2008; in the data active means inhibition above about 58%; tested in S. cerevisiae
# PMI inhibitors: inhibitors of human PMI, primary screen, biochemical, fluorescence intensity, coupled assay (AID 1209). 190,000 compounds, 0.42% hits. purified PMI enzyme, coupled fluorescence intensity; higher % means a stronger effect. Mannose-6-phosphate isomerase (Homo sapiens). inhibition, % at 20 µM; hits with a dose series show IC50 in µM;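 further: plate controls were DMSO vehicle for no effect and wells lacking substrate for full effect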
# human PMI inhibitors: human PMI inhibitors, high substrate, primary screen, biochemical, fluorescence intensity, high mannose 6-phosphate (AID 1220); Mannose-6-phosphate isomerase (Homo sapiens); 190,000 compounds, 0.66% hits; recombinant PMI enzyme, coupled fluorescence intensity; higher % means a stronger effect; one-dose inhibition, % at 20 µM; IC50 in µM for titrated hits
# XIAP displacement: XIAP antagonists, biochemical, IAP family, fluorescence polarization (AID 1018); XIAP BIR domain, fluorescence polarization peptide displacement; higher % means a stronger effect; displacement, % at 20 µM, or IC50 in µM where a hit was titrated; 200,000 compounds, 0.007% hits; in the data active means displacement above about 50%; further: a part of the inactive calls stands beside numbers as strong as those of hits
# P. falciparum M1AAP: P. falciparum M1AAP inhibitors, biochemical, fluorogenic H-Leu-NHMec substrate, 1536-well (AID 1445) | Aminopeptidase N (Plasmodium falciparum (isolate 3D7)) | recombinant M1AAP, H-Leu-NHMec fluorogenic kinetic assay; higher % means a stronger effect | one-dose inhibition, % at 30 µM; IC50 in µM for titrated hits | 220,000 compounds, 0.42% hits;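 active means primary inhibition above the hit cutoff, then over 50% inhibition at one or more dose response concentrations, cut at about 23% in these data, passing the limit was not always enough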;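 further: plate controls were DMSO full reaction for no effect and no enzyme background for full effect; strong numbers were not always called active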
# Yfh1-depleted yeast: enhancers of respiration in Yfh1-depleted yeast, dose response, Friedreich's ataxia, plus single-dose screen (AID 1465); 220,000 compounds, 0.074% hits; fold induction at 50 µM, or EC50 in µM where a hit was titrated; S. cerevisiae Yfh1-off respiration, WST-1 reduction, 72 h; higher fold induction means a stronger effect;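 active means fold induction of absorbance versus untreated yeast above a set limit, then at least 30% activation at any dose in follow-up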;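 further: activators that raise dye reduction in frataxin-depleted yeast; strong numbers were not always called active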
# WT yeast gro inh mutant strain: further read-out of WT yeast gro inh, marked with its call; inhibition, %; mitochondrial fusion phenotypic screen, mutant strain inhibition
# * marks the source's active call; other numbers are inactive results; i = inactive; / = no result given. Unless noted, no stated cut-off is given here; in the data, active means inhibition above about 50%; inactive means the rest.
# Preview, 2 compounds:
no.	structure	TNAP activators	P. falciparum M17LAP	LYP phosphatase	WT yeast gro inh	WT yeast gro inh mutant strain	PMI inhibitors	human PMI inhibitors	XIAP displacement	P. falciparum M1AAP	Yfh1-depleted yeast
1	CCOC(=O)N1CCC(NC(=O)Cn2cccc2C(=O)c2ccccc2C)CC1	1.1	-2%	-9%	/	/	7%	10%	-5.9%	4%	i
2	Cc1nnc(SCC(=O)NCCN2C(=O)CSC2=O)s1	1.1	-2%	1%	7	13	9%	8%	-1.8%	2%	i

# Results, previewed entries included:
no.	structure	TNAP activators	P. falciparum M17LAP	LYP phosphatase	WT yeast gro inh	WT yeast gro inh mutant strain	PMI inhibitors	human PMI inhibitors	XIAP displacement	P. falciparum M1AAP	Yfh1-depleted yeast
1	CCOC(=O)N1CCC(NC(=O)Cn2cccc2C(=O)c2ccccc2C)CC1	1.1	-2%	-9%	/	/	7%	10%	-5.9%	4%	i
2	Cc1nnc(SCC(=O)NCCN2C(=O)CSC2=O)s1	1.1	-2%	1%	7	13	9%	8%	-1.8%	2%	i
3	Cc1cc([N+](=O)[O-])cnc1Sc1nccn1C	1.1	18%	-6%	-5	-18	-29%	-26%	-2.5%	3%	i
4	Nc1nonc1-n1nnc(C(=O)N/N=C/c2cccc(Cl)c2)c1CSc1ccc(Cl)cc1	1	-1%	5%	1	10	-14%	-10%	-1.0%	-3%	i
5	CN(C)C(/C=C/Nc1ccc(Br)cc1)=C(C#N)C#N	1.1	-1%	-7%	-8	2	3%	4%	-2.1%	19%	i
6	CCn1cc(C(=O)O)c(=O)c2cc(F)c(N3CCN(C(=S)NC(=O)c4ccc(Br)cc4)CC3)cc21	1.3	8%	7%	-10	-1	-5%	-14%	-2.4%	10%	i
7	CCN(c1ccccc1)S(=O)(=O)c1ccc(OC)c(NC(=O)CNCCc2ccccc2)c1	1.1	2%	-6%	13	3	10%	7%	-6.7%	6%	i
8	COc1ccc(NC(=S)N2CCN(Cc3ccccc3)CC2)c(OC)c1	1.2	-10%	-3%	7	19	0%	0%	-2.0%	3%	i
9	CCC(C)NCCC(=O)Nc1ccc(Cl)c(S(=O)(=O)Nc2ccc(Cl)cc2)c1 (stereo not given)	1.1	2%	-7%	10	6	4%	2%	-2.7%	-4%	i
10	CCc1nnc(NC(=O)COc2ccc([N+](=O)[O-])cc2)s1	1.2	-5%	-5%	-10	-12	-5%	-6%	-7.7%	1%	i
11	COc1cccc(CNC(=O)C2CCCN(S(=O)(=O)c3cccc4nonc34)C2)c1 (stereo not given)	1.1	6%	-4%	-12	3	3%	-3%	-3.3%	10%	i
12	COc1ccc(CC2(CO)CCN(Cc3cc4ccccc4o3)CC2)cc1	1	-12%	-10%	16	28	13%	17%	-13%	-1%	i
13	CCOC(=O)C1(Cc2ccc(OC)cc2)CCN(C(=O)C2CCCO2)CC1 (stereo not given)	1.1	-8%	-6%	-1	14	4%	-1%	-6.9%	-4%	i
14	CCOC(=O)COc1cc(N)c(Cl)cc1Cl	1.1	-4%	-2%	4	-3	-1%	7%	0.1%	7%	i
15	CC(=O)N(c1ccc(Cl)cc1)c1c[nH]c2ccccc12	1.2	1%	-3%	-16	-33	17%	8%	-10%	-7%	i
16	CSc1oc(-c2cccs2)nc1S(=O)(=O)c1ccccc1	/	15%	-1%	/	/	/	/	/	4%	i

# Reprinted: nos. 15 to 16
no.	structure	TNAP activators	P. falciparum M17LAP	LYP phosphatase	WT yeast gro inh	WT yeast gro inh mutant strain	PMI inhibitors	human PMI inhibitors	XIAP displacement	P. falciparum M1AAP	Yfh1-depleted yeast
15	CC(=O)N(c1ccc(Cl)cc1)c1c[nH]c2ccccc12	1.2	1%	-3%	-16	-33	17%	8%	-10%	-7%	i
16	CSc1oc(-c2cccs2)nc1S(=O)(=O)c1ccccc1	/	15%	-1%	/	/	/	/	/	4%	i

# Following part
no.	structure	TNAP activators	P. falciparum M17LAP	LYP phosphatase	WT yeast gro inh	WT yeast gro inh mutant strain	PMI inhibitors	human PMI inhibitors	XIAP displacement	P. falciparum M1AAP	Yfh1-depleted yeast
17	CCOc1nc(Nc2cc(Cl)ccc2OC)nc(OCC)n1	1.1	2%	-4%	-8	-11	-4%	-2%	-3.7%	8%	i
18	CN1CC(c2ccccc2)C2(COc3ccccc3C2=O)C12C(=O)Nc1ccccc12 (stereo not given)	1	0%	4%	8	-7	21%	19%	-5.7%	1%	i
19	OC[C@@H]1CCCN1Cc1cn(-c2ccccc2)nc1-c1ccc2c(c1)OCO2	1	1%	-8%	-9	-5	6%	2%	-4.7%	3%	i
20	Cc1cccc(C(=O)Nc2ccccc2C(=O)OCc2c(C)noc2C)c1	1.1	3%	-2%	7	-2	13%	9%	-1.3%	10%	i
21	CN1CCN(C=Nc2nc3ccccc3nc2N2CCCC2)CC1	1.2	6%	5%	-5	-2	12%	18%	-9.7%	4%	i
22	Cc1c(Cl)cnc(NC(=O)COC(=O)c2cc3c(s2)CCC(C)C3)c1Cl (stereo not given)	1.1	-8%	4%	4	22	8%	6%	1.7%	2%	i
23	O=c1c2ccccc2nc(SCc2ccccc2Cl)n1Cc1ccccc1	1.1	-2%	2%	69*	22*	-1%	-2%	-6.5%	0%	i
24	COc1ccccc1C(=O)Nc1ccc2c(c1)nc(CN1CCCCC1)n2C	1.1	14%	-2%	3	-9	12%	18%	-13%	3%	i
25	COc1ccc([N+](=O)[O-])cc1C1NN=C(c2cccc3ccccc23)S1 (stereo not given)	1.1	11%	-7%	-11	-2	-8%	-30%	-14%	8%	i
26	O=C(CNC(=O)c1ccco1)OCc1ccc(C(=O)Oc2ccccc2)cc1	1	5%	-9%	3	3	7%	4%	-5.1%	14%	i
27	O=C(c1cc(Br)c(Br)s1)N1CCN(C/C=C/c2ccccc2)CC1	1.1	-11%	-11%	64*	39*	20%	10%	-3.0%	6%	i
28	COc1ccc(CS(=O)(=O)CC2(O)CCN(C(=O)c3cccc(C(F)(F)F)c3)CC2)cc1	1	-1%	-6%	7	-10	2%	1%	-5.8%	-4%	i
29	O=C(CSc1nc2ncccc2[nH]1)NCCc1ccccc1	0.9	1%	-2%	7	-4	9%	10%	-5.3%	4%	i
30	COC(=O)c1cc(C)nc(Sc2ccccc2N)n1	/	-6%	1%	/	/	/	/	/	-2%	i
31	Cc1ccc(/C(N)=N/OC(=O)C23CC4CC(CC(C4)C2)C3)cc1	0.9	0%	-7%	54	32	10%	9%	-3.0%	-2%	i
32	O=C(O)c1ccc(COCC(F)(F)F)cc1	1.1	-1%	1%	-4	5	17%	20%	-9.9%	-1%	i

# Reformatted with two lines to a compound: part of the list above
# Under each structure – TNAP activators	P. falciparum M17LAP	LYP phosphatase	WT yeast gro inh	WT yeast gro inh mutant strain	PMI inhibitors	human PMI inhibitors	XIAP displacement	P. falciparum M1AAP	Yfh1-depleted yeast
30. COC(=O)c1cc(C)nc(Sc2ccccc2N)n1
→ /	-6%	1%	/	/	/	/	/	-2%	i
31. Cc1ccc(/C(N)=N/OC(=O)C23CC4CC(CC(C4)C2)C3)cc1
→ 0.9	0%	-7%	54	32	10%	9%	-3.0%	-2%	i

# Later entries.
no.	structure	TNAP activators	P. falciparum M17LAP	LYP phosphatase	WT yeast gro inh	WT yeast gro inh mutant strain	PMI inhibitors	human PMI inhibitors	XIAP displacement	P. falciparum M1AAP	Yfh1-depleted yeast
33	Cc1cn(S(=O)(=O)c2ccccc2[N+](=O)[O-])cn1	1	-16%	-5%	2	15	-9%	-10%	-3.3%	-2%	i
34	O=C1N[C@@H](Cc2cnc[nH]2)C(=O)N2CCC[C@@H]12	1	-5%	-2%	3	-8	-5%	-2%	-4.1%	9%	i
35	Cc1cccc(C)c1NC(=O)CN(C)CC(=O)Nc1ccccc1Br	1.1	19%	-2%	66*	17*	-1%	-4%	0.7%	1%	/
36	Cn1c(SCC(=O)NCc2ccc3c(c2)OCO3)nnc1-c1cccs1	1.1	13%	4%	11	13	-6%	-7%	-2.1%	1%	i
37	CCOCCCNC(=O)CSc1ccccc1	1.2	-6%	-9%	1	-16	3%	-2%	-5.1%	-6%	i
38	COc1ccc(-c2cc([C@H]3[C@@H]4C=CCC[C@@]4(C)C(=O)N3Cc3ccccc3)ccc2F)cc1OC	/	6%	5%	/	/	/	/	/	1%	i
39	CCOC(=O)c1cc(C#N)c(Nc2ccccc2OC)nc1C(F)(F)F	/	-2%	-2%	/	/	/	/	/	0%	i
40	O=C(NCc1ccc2c(c1)OCO2)C1COc2ccccc2O1 (stereo not given)	1.1	9%	-5%	35	26	9%	7%	-6.7%	4%	i

# Taken from above:
# no. 15 in human PMI inhibitors has 8%
# no. 18 in LYP phosphatase has 4%

# Next part.
no.	structure	TNAP activators	P. falciparum M17LAP	LYP phosphatase	WT yeast gro inh	WT yeast gro inh mutant strain	PMI inhibitors	human PMI inhibitors	XIAP displacement	P. falciparum M1AAP	Yfh1-depleted yeast
41	CC(=O)c1cnc2c(-c3ccccc3)c(C)nn2c1C	1	12%	-2%	22	9	-6%	-3%	-13%	-2%	/
42	CCOC(=O)C1CCCN(CC(=O)Nc2c(F)c(F)c(F)c(F)c2F)C1 (stereo not given)	1	2%	-2%	-8	-7	3%	7%	-6.3%	15%	i
43	S=C(NCc1ccco1)Nc1ccc(Cl)c(Cl)c1	1	0%	-6%	-2	0	25%	25%	-7.8%	10%	i
44	CCc1nc2cc(C)nn2c2nc3ccccc3n12	1.1	4%	-4%	-7	5	-2%	9%	2.3%	3%	i
45	COc1ccc(CNc2ncnc3cc(Cl)ccc23)cc1	1.1	4%	-1%	18	20	6%	8%	-18%	8%	i
46	COCCn1c(=NC(=O)C2COc3ccccc3O2)sc2cc(S(N)(=O)=O)ccc21 (stereo not given)	1	-5%	0%	7	-27	13%	-2%	-1.6%	-1%	i
47	CC(C)NC(=S)N=Nc1c(O)[nH]c2ccc([N+](=O)[O-])cc12	1.6	5%	-2%	-6	19	7%	27%	-4.0%	19%	i
48	N#CCCSCc1ccc(C(=O)O)o1	1.2	-1%	-1%	-15	-2	18%	16%	-2.1%	4%	i
49	Cc1cc(NC(=O)C2CCC2)n(-c2ccccn2)n1	1.1	-6%	0%	-2	16	-14%	-7%	0.8%	-5%	i
50	CCOc1ccc(C2CC(=O)NC(SCC(=O)OC)=C2C#N)cc1 (stereo not given)	0.8	10%	-4%	10	4	2%	22%	-2.8%	4%	i
51	CCOC(=O)C1=C(C)Nc2nc(C)nn2C1c1ccc(C)cc1 (stereo not given)	1	-3%	-4%	5	5	-12%	-10%	-1.9%	8%	/
52	O=C(Nc1nnc(C2=COCCO2)o1)c1ccc(S(=O)(=O)N2CCCC2)cc1	1.1	0%	-4%	6	4	-18%	-8%	-1.0%	5%	i
53	O=C(CSc1nc2c(cnn2-c2ccc(F)cc2)c(=O)[nH]1)N1N=C(c2cccs2)CC1c1ccc(F)cc1 (stereo not given)	0.9	-7%	4%	21	-11	-2%	0%	-23%	2%	i
54	CC(C)CNC(=O)CSc1nnc2ccccn12	1.1	9%	-6%	-16	-3	-31%	-10%	-3.3%	-2%	i

# Screening results (PubChem BioAssay)
